Source: PubChem BioAssay (several laboratories)
ASAP1 inh: blocks human ASAP1-stimulated Arf1 GTP hydrolysis; inhibition, % at 16.5 µM; 0.19% of 360,000 active; GDP FP detection; Q9ULH1; in the data active = inhibition above about 25%;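 also: 0% = vehicle with enzyme and substrate and 100% = no enzyme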
Tn6 DDE FP: inhibitors of Tn6 peptide binding to human fibrin DD(E); P02675; Fibrin DD(E) TRITC-Tn6 fluorescence polarization displacement; inhibition, % at 8.3 µM; 0.21% of 370,000 active; AID 720509;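 active = inhibition above a per-campaign cutoff: mean of compounds within control limits plus 3 SD, cut at about 15% in these data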;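 also: 0% = median of all compound wells on the plate and 100% = blocking peptide control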
NR1D1 modulator: Rev-erb alpha (human) modulation. P20393. activity, % at 10 µM. Rev-erbα–FITC-DNA binding, fluorescence polarization, 90 min. AID 1259318. 0.79% of 370,000 active;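 active = activity above about 14%, limit read from the data; passing the limit was not always enough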;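 also: 0% = DMSO wells with 35 nM protein and 100% = DMSO wells with 750 nM protein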
Target sequence (P20393 whole entry, looked up): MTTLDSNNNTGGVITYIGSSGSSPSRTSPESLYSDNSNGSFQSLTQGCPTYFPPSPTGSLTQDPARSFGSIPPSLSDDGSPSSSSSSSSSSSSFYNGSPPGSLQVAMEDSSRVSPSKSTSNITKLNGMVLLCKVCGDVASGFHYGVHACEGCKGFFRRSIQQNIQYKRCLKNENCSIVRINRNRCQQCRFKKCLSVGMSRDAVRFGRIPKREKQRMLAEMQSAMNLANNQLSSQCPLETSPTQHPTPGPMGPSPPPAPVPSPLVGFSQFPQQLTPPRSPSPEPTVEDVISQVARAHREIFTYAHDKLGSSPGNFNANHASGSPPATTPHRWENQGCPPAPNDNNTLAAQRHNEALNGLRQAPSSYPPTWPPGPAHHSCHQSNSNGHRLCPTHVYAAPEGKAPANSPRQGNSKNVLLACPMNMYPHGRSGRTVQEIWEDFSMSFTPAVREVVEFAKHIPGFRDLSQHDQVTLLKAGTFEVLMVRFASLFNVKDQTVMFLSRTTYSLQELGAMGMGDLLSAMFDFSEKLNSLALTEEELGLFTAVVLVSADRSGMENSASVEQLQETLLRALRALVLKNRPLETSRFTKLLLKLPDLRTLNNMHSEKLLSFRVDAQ
proKLK7 act: activators of human kallikrein-7 zymogen; P49862; purified proKLK7, EDANS-DABCYL substrate fluorescence; 100% is mature enzyme control, 0% vehicle; activation, % at 7 µM; 0.9% of 370,000 active;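 active = activation above the mean of all tested compounds plus 3 SD, computed per campaign excluding outliers beyond control limits, cut at about 13% in these data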
Target sequence (P49862 whole entry, looked up): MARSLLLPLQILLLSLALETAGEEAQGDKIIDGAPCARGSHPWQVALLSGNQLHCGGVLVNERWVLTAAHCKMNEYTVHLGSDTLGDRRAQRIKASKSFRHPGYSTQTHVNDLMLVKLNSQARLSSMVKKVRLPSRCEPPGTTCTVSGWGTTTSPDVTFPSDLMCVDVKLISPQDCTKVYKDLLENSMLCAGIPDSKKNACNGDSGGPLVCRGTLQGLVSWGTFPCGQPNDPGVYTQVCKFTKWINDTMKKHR
ARFGAP1 inhibitor: inhibitors of rat ARFGAP1. Arfgap1-stimulated ARF1 GTP hydrolysis, GDP FP detection. AID 651572. Q62848. inhibition, % at 16.5 µM. 0.26% of 360,000 active;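 active = inhibition above a per-plate limit, mean inhibition of low control wells plus 3 SD, cut at about 25% in these data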;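 also: 0% = DMSO wells with enzyme and 100% = wells lacking Arfgap1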
Target sequence (Q62848 1-136 limits assumed): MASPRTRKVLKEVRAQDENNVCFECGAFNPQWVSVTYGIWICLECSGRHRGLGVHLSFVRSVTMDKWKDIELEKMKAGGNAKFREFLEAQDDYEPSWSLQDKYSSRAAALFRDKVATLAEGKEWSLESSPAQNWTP
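Material: rat Arfgap1 catalytic domain, aa 1-136; also added: human ARF1(Δ1-17)-GTP substrate; compound dosing: one concentration, 16.5 µM, DMSO 1.26%; incubation: GTP hydrolysis reaction 2 h at 25 °C; measured by: Tracer-displacement fluorescence polarization with EDTA stop, 620/688 nm; evaluation: % inhibition from polarization; repeats: one replicate per compound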
PLC-beta3 inh: blocks human PLC-beta3 enzyme activity; inhibition, % at 12.2 µM; 0.18% of 370,000 active; Purified PLC-beta3, fluorogenic substrate, fluorescence; in the data active = inhibition above about 11%;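 also: 0% = median of compound wells on plate and 100% = full blocker control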
HGIII-sPLA2 inh: Inhibits HGIII-sPLA2 liposome hydrolysis, primary screen; inhibition, % at 12.2 µM; 0.56% of 370,000 active; AID 743126; QFRET BODIPY PC-A2 liposome hydrolysis, fluorescence;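 active = inhibition above mean plus 3 SD of compounds lying within the high and low control bounds, cut at about 19% in these data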;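 also: 0% = median of test compound wells and 100% = no enzyme DMSO wells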
DDE Tn7 FP inh: inhibitors of Tn7 peptide binding to human fibrin DD(E). FP displacement of FITC-Tn7 peptide from fibrin DD(E); 0% = median of compound wells per plate. inhibition, % at 8.3 µM. 0.13% of 370,000 active. AID 720508;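 active = inhibition above the mean of compounds falling within the control limits plus 3 SD of them, cut at about 14% in these data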;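 also: 0% = plate median of compound wells and 100% = 10 µM Aha-Tn7 peptide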
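Also added: labelled Tn7 tracer, 0.1 µM; Assay system: human fibrin DD(E) protein; Amount: 2 µM fibrin DD(E); Schedule: 10 min compound pre-incubation, 3 h probe incubation at room temperature; Repeats: one replicate per compound; Read-out basis: percent inhibition; Measured by: fluorescence polarization of the labelled Tn7 tracer.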
PLC-gamma1 inh: PLC-gamma1 (human) inhibition, primary screen; purified PLC-gamma1, fluorogenic substrate, fluorescence; inhibition, % at 12.2 µM; 0.84% of 370,000 active; AID 720700; in the data active = inhibition above about 9.5%
UHRF1 binding: UHRF1 methyl-DNA binding inhibition. UHRF1 binding to methylated oligo, TR-FRET. inhibition, % at 4.4 µM. 0.75% of 370,000 active. AID 687016; in the data active = inhibition above about 21%;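 also: UHRF1 SRA domain binding a hemimethylated CpG hairpin DNA probe; 0% = median of test compound wells and 100% = reference inhibitor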
Active calls of the source: *.

For CC(C)N(C(=O)[C@H]1C[C@H](CC(=O)NC(C)(C)C)C(=O)N2CCc3c([nH]c4ccc(Cl)cc34)[C@]12C)C(C)C the results were ASAP1 inh 10, Tn6 DDE FP 5, NR1D1 modulator -3, proKLK7 act -0.2, ARFGAP1 inhibitor 17, PLC-beta3 inh 3, HGIII-sPLA2 inh -7, DDE Tn7 FP inh -4, PLC-gamma1 inh 5 and UHRF1 binding 1.
COc1ccccc1CNC(=S)NCc1ccc(F)cc1 was read as ASAP1 inh -7, Tn6 DDE FP -7, NR1D1 modulator 3, proKLK7 act 0.3, ARFGAP1 inhibitor 7, PLC-beta3 inh -5, HGIII-sPLA2 inh 13, DDE Tn7 FP inh -10, PLC-gamma1 inh 0 and UHRF1 binding 4.
`Cc1ccc(CC2CC(=O)N(Cc3ccco3)C2=O)cc1` (configuration not stated) gave ASAP1 inh 2, Tn6 DDE FP -3, NR1D1 modulator -5, proKLK7 act 0.5, ARFGAP1 inhibitor 12, PLC-beta3 inh -3, HGIII-sPLA2 inh -7, DDE Tn7 FP inh -1, PLC-gamma1 inh 0 and UHRF1 binding 0.
For O=C(CN(C(=O)c1csnn1)c1cccc(F)c1)NCc1ccc2c(c1)OCO2 the results were ASAP1 inh 0, Tn6 DDE FP -3, NR1D1 modulator 0, proKLK7 act 0.2, ARFGAP1 inhibitor -2, PLC-beta3 inh -5, HGIII-sPLA2 inh 0, DDE Tn7 FP inh 5, PLC-gamma1 inh -1 and UHRF1 binding 0.
Screening CCOC(=O)c1sc(NC(=O)c2ccc(C)o2)nc1C returned ASAP1 inh 4, Tn6 DDE FP 6, NR1D1 modulator -5, proKLK7 act -1.0, ARFGAP1 inhibitor 13, PLC-beta3 inh -46, HGIII-sPLA2 inh -5, DDE Tn7 FP inh -1, PLC-gamma1 inh -43 and UHRF1 binding 1.
CC1(C)CC(=O)C2=C(C1)N(Cc1ccco1)C(=O)C2(NC(=O)c1ccc(Cl)cc1Cl)C(F)(F)F (configuration not stated) was read as ASAP1 inh -8, Tn6 DDE FP -5, NR1D1 modulator 2, proKLK7 act 0.1, ARFGAP1 inhibitor 8, PLC-beta3 inh 5, HGIII-sPLA2 inh 2, DDE Tn7 FP inh -2, PLC-gamma1 inh 1 and UHRF1 binding 1.
`C/C(=N\NC(=O)C1CCCN(S(=O)(=O)c2ccccc2)C1)c1ccncc1` (configuration not stated) gave ASAP1 inh -5, Tn6 DDE FP -6, NR1D1 modulator 1, proKLK7 act -0.8, ARFGAP1 inhibitor 5, PLC-beta3 inh 1, HGIII-sPLA2 inh -9, DDE Tn7 FP inh 4, PLC-gamma1 inh 2 and UHRF1 binding -3.
Screening CCN(C(=O)COn1nnc2ccc(S(=O)(=O)N(C)C)cc21)C1CCS(=O)(=O)C1 (configuration not stated) returned ASAP1 inh -2, Tn6 DDE FP -11, NR1D1 modulator -6, proKLK7 act -0.1, ARFGAP1 inhibitor 3, PLC-beta3 inh -7, HGIII-sPLA2 inh 8, DDE Tn7 FP inh 5, PLC-gamma1 inh -1 and UHRF1 binding 1.
For CC(=O)Nc1ccc(NC(=O)/C(Cl)=C/c2ccccc2)cc1 the results were ASAP1 inh 9, Tn6 DDE FP 0, NR1D1 modulator 5, proKLK7 act -0.5, ARFGAP1 inhibitor -1, PLC-beta3 inh 1, HGIII-sPLA2 inh 2, DDE Tn7 FP inh -3, PLC-gamma1 inh 4 and UHRF1 binding -1.
For CCn1nc(C)c(CNC(=O)C2CCC(=O)N(CCc3ccc(Cl)cc3)C2)c1C (configuration not stated) the results were ASAP1 inh -8, Tn6 DDE FP -5, NR1D1 modulator 0, proKLK7 act 0.0, ARFGAP1 inhibitor 0, PLC-beta3 inh -8, HGIII-sPLA2 inh 6, DDE Tn7 FP inh -11, PLC-gamma1 inh 1 and UHRF1 binding 2.
For O=C(CCCC(=O)Nc1ccc(Br)cc1)N/N=C/c1ccccc1 the results were ASAP1 inh 0, Tn6 DDE FP 2, NR1D1 modulator 14, proKLK7 act 0.5, ARFGAP1 inhibitor -9, PLC-beta3 inh -9, HGIII-sPLA2 inh -7, DDE Tn7 FP inh -1, PLC-gamma1 inh 1 and UHRF1 binding -1.
For Cc1cc(C)c(C(=O)NC2CCCc3c2cnn3-c2cccc(C)c2C)o1 (configuration not stated) the results were ASAP1 inh 4, Tn6 DDE FP 3, NR1D1 modulator 8, proKLK7 act -0.8, ARFGAP1 inhibitor -1, PLC-beta3 inh -7, HGIII-sPLA2 inh -1, DDE Tn7 FP inh -2, PLC-gamma1 inh 3 and UHRF1 binding 2.
`CC(C)C(C)(C#N)NC(=O)CSc1nc2scc(-c3ccco3)c2c(=O)n1-c1ccccc1` (configuration not stated) gave ASAP1 inh -2, Tn6 DDE FP -3, NR1D1 modulator 1, proKLK7 act -3.0, ARFGAP1 inhibitor -1, PLC-beta3 inh -8, HGIII-sPLA2 inh -1, DDE Tn7 FP inh -1, PLC-gamma1 inh -4 and UHRF1 binding -3.
`CC(C)CC(NC(=O)OC(C)(C)C)C(=O)NCc1ccccc1` (configuration not stated) gave ASAP1 inh 3, Tn6 DDE FP -2, NR1D1 modulator 1, proKLK7 act 0.1, ARFGAP1 inhibitor 12, PLC-beta3 inh 2, HGIII-sPLA2 inh 12, DDE Tn7 FP inh -4, PLC-gamma1 inh -2 and UHRF1 binding 1.
Screening CSc1nc(-c2ccccc2)c2cc(Cl)ccc2n1 returned ASAP1 inh -4, Tn6 DDE FP 3, NR1D1 modulator 7, proKLK7 act -0.6, ARFGAP1 inhibitor -1, PLC-beta3 inh -6, HGIII-sPLA2 inh 10, DDE Tn7 FP inh 6, PLC-gamma1 inh -7 and UHRF1 binding 4.
CCCCC(=O)Nc1ccc(C(=O)Nc2ccc(S(=O)(=O)Nc3nccc(C)n3)cc2)cc1 was read as ASAP1 inh 0, Tn6 DDE FP -6, NR1D1 modulator -6, proKLK7 act -0.3, ARFGAP1 inhibitor 6, PLC-beta3 inh 2, HGIII-sPLA2 inh -15, DDE Tn7 FP inh -7, PLC-gamma1 inh 0 and UHRF1 binding 1.
For CCCC(=O)N1CCN(c2nc(CC(C)C)c3c(c2C#N)CCC3)CC1 the results were ASAP1 inh -15, Tn6 DDE FP 1, NR1D1 modulator 5, proKLK7 act -1.8, ARFGAP1 inhibitor -5, PLC-beta3 inh -55, HGIII-sPLA2 inh 0, DDE Tn7 FP inh 3, PLC-gamma1 inh -49 and UHRF1 binding -2.
For Cc1ccc(Nc2nc(C)cc(C)c2C(N)=O)c(C)c1 the results were ASAP1 inh -11, Tn6 DDE FP 1, NR1D1 modulator 1, proKLK7 act 0.1, ARFGAP1 inhibitor 9, PLC-beta3 inh -4, HGIII-sPLA2 inh 3, DDE Tn7 FP inh 4, PLC-gamma1 inh 4 and UHRF1 binding -1.
For CC(=O)N1C(=O)C2(C(C#N)=C(N)Oc3n[nH]c(-c4ccccn4)c32)c2ccccc21 (configuration not stated) the results were ASAP1 inh 19, Tn6 DDE FP 2, NR1D1 modulator 9, proKLK7 act 0.0, ARFGAP1 inhibitor 10, PLC-beta3 inh -3, HGIII-sPLA2 inh -35, DDE Tn7 FP inh 4, PLC-gamma1 inh 1 and UHRF1 binding -4.
Screening CCC(C)NC(=O)CNC(=O)Cn1c(C)cc2ccccc2c1=O (configuration not stated) returned ASAP1 inh 0, Tn6 DDE FP 2, NR1D1 modulator 9, proKLK7 act 0.2, ARFGAP1 inhibitor -3, PLC-beta3 inh -3, HGIII-sPLA2 inh -1, DDE Tn7 FP inh -8, PLC-gamma1 inh -2 and UHRF1 binding -1.

Continued; the last two above are carried over.
For CC(=O)N1C(=O)C2(C(C#N)=C(N)Oc3n[nH]c(-c4ccccn4)c32)c2ccccc21 (configuration not stated) the results were ASAP1 inh 19, Tn6 DDE FP 2, NR1D1 modulator 9, proKLK7 act 0.0, ARFGAP1 inhibitor 10, PLC-beta3 inh -3, HGIII-sPLA2 inh -35, DDE Tn7 FP inh 4, PLC-gamma1 inh 1 and UHRF1 binding -4.
Screening CCC(C)NC(=O)CNC(=O)Cn1c(C)cc2ccccc2c1=O (configuration not stated) returned ASAP1 inh 0, Tn6 DDE FP 2, NR1D1 modulator 9, proKLK7 act 0.2, ARFGAP1 inhibitor -3, PLC-beta3 inh -3, HGIII-sPLA2 inh -1, DDE Tn7 FP inh -8, PLC-gamma1 inh -2 and UHRF1 binding -1.
O=C(CSCc1ccc(Cl)cc1)Nc1ccc(-c2nnc(-c3ccccc3)o2)cc1 was read as ASAP1 inh -8, Tn6 DDE FP 0, NR1D1 modulator 11, proKLK7 act -0.4, ARFGAP1 inhibitor -2, PLC-beta3 inh 9, HGIII-sPLA2 inh 5, DDE Tn7 FP inh 6, PLC-gamma1 inh 2 and UHRF1 binding 2.
COC(=O)[C@]12C(=O)NC[C@H](CN1c1ccc(C(F)(F)F)cc1)N2C was read as ASAP1 inh 10, Tn6 DDE FP 10, NR1D1 modulator 5, proKLK7 act 0.0, ARFGAP1 inhibitor 4, PLC-beta3 inh 4, HGIII-sPLA2 inh 1, DDE Tn7 FP inh -4, PLC-gamma1 inh 0 and UHRF1 binding 2.
For COc1ccc(N(C)C(=O)CCS(=O)(=O)c2cccc3nonc23)c(OC)c1 the results were ASAP1 inh 7, Tn6 DDE FP 2, NR1D1 modulator -1, proKLK7 act -0.2, ARFGAP1 inhibitor 2, PLC-beta3 inh 1, HGIII-sPLA2 inh -2, DDE Tn7 FP inh 1, PLC-gamma1 inh 0 and UHRF1 binding -1.
OCC(O)C(O)CC1SCCS1 (configuration not stated) was read as ASAP1 inh -13, Tn6 DDE FP 4, NR1D1 modulator -6, proKLK7 act -0.6, ARFGAP1 inhibitor -1, PLC-beta3 inh -4, HGIII-sPLA2 inh 9, DDE Tn7 FP inh -1, PLC-gamma1 inh 3 and UHRF1 binding 0.
For CC(C)CC1C(=O)N(Cc2cn(CCC3OCCCO3)nn2)CCS(=O)(=O)N1Cc1ccc(-c2cccc(CO)c2)cc1 (configuration not stated) the results were ASAP1 inh 12, Tn6 DDE FP -5, NR1D1 modulator 0, proKLK7 act -0.4, ARFGAP1 inhibitor 4, PLC-beta3 inh 2, HGIII-sPLA2 inh -34, DDE Tn7 FP inh -5, PLC-gamma1 inh -1 and UHRF1 binding -1.
CC(CC(=O)Nc1ccccc1)NCCCN1CCCC1=O (configuration not stated) was read as ASAP1 inh 0, Tn6 DDE FP 2, NR1D1 modulator 3, proKLK7 act -0.5, ARFGAP1 inhibitor 4, PLC-beta3 inh -2, HGIII-sPLA2 inh -2, DDE Tn7 FP inh 1, PLC-gamma1 inh 2 and UHRF1 binding 7.
`COCC1CCN(C(=O)CCc2nnc(CCCCc3ccccc3)o2)CC1` gave ASAP1 inh -6, Tn6 DDE FP -2, NR1D1 modulator -1, proKLK7 act -0.4, ARFGAP1 inhibitor 6, PLC-beta3 inh 0, HGIII-sPLA2 inh 4, DDE Tn7 FP inh -8, PLC-gamma1 inh 2 and UHRF1 binding -1.
`Cc1cc(C)nc(Nc2ncc(O)n2-c2ccc(C)c(Cl)c2)n1` gave ASAP1 inh -7, Tn6 DDE FP -3, NR1D1 modulator -3, proKLK7 act -0.4, ARFGAP1 inhibitor 1, PLC-beta3 inh 2, HGIII-sPLA2 inh 1, DDE Tn7 FP inh 2, PLC-gamma1 inh -1 and UHRF1 binding 0.
